# Assay outcomes as filed in PubChem.
# Vif-APOBEC3G blk – Vif-A3G binding inhibition. Q9HC16. HeLa A3G-eYFP + Vif (tagged APOBEC3G with the HIV-1 protein that degrades it), YFP fluorescence, overnight. Potency, µM (titrated, usually from 46.1 µM), inactives show top-dose activity, negative = active, most hits filed as inhibitors. 410,000 tested, 0.076% active;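 note: potency is the fitted concentration of half-maximal effect; % is set by controls: 0 for no effect and ±100 for the full control effect; nearly all actives have a fitted effect of over 60% in size; hits raise eYFP signal because A3G escapes Vif-driven loss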
# Target sequence (Q9HC16 whole entry, looked up): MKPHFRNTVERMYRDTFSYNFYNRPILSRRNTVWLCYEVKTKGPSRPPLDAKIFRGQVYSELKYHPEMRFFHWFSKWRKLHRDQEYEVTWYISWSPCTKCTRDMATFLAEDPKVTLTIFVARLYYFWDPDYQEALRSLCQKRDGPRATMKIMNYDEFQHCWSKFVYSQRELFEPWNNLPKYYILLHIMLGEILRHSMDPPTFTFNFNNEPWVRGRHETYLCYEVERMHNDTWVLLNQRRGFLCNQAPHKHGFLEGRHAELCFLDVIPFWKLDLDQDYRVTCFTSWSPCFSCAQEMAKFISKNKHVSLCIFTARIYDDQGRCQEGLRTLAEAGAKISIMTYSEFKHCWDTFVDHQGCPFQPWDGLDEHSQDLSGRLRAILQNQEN
#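 Read-out is eYFP fluorescence (Ex 488/Em 500-530) from Vif-expressing HeLa A3G-eYFP cells; more signal means A3G escaped Vif-mediated degradation. Cells plated overnight, compound pinned in, incubated overnight at 37 deg C.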
# TrxR1 inh – blocks rat thioredoxin reductase 1; 390,000 tested, 1% active; recombinant rTrxR1, NADPH fluorescence consumption, selenite substrate; Potency, µM (highest dose often 114 µM), for the others: top-dose activity change, negative = inhibition, hits mostly inhibitors; O89049; note: potency is the fitted concentration of half-maximal effect; % is set by controls: 0 for no effect and ±100 for the full control effect; nearly all actives have a fitted effect of over 65% in size
#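 Rat TrxR1 (90 nM in the dispensed reagent) was pre-reduced with 400 uM NADPH for 5 min at room temperature, then incubated with compound for 15 min. After 400 uM selenite was added, NADPH fluorescence (Ex 340/Em 450 nm) was followed for 8 min.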
# USP1-UAF1 inh – inhibitors of human USP1/UAF1 deubiquitinase. recombinant USP1/UAF1, Ub-Rhodamine cleavage fluorescence. Potency, µM (titrated, usually from 57.1 µM), for inactives: top-dose activity change, negative = inhibition, usual class: inhibitors. 390,000 tested, 0.23% active; note: potency is the fitted concentration of half-maximal effect; % is set by controls: 0 for no effect and ±100 for the full control effect; nearly all actives have a fitted effect of over 60% in size; inactives centre near -12
#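 USP1/UAF1 complex (1 nM) preincubated 15 min at room temperature with compound, then Ub-Rho substrate (150 nM final) added. Kinetic fluorescence at 480/540 nm over 6 reads at 60 s intervals; 50 mM HEPES pH 7.8, 0.5 mM EDTA, 0.1 mg/ml BSA, 1 mM TCEP, 0.01% Tween-20.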
# Vif-APOBEC3F blk – inhibitors of Vif-A3F interaction; Potency, µM (doses to about 46.1 µM), for the others: top-dose activity, negative = active; 390,000 tested, 0.2% active; HeLa A3F-eYFP + Vif (tagged APOBEC3F with the HIV-1 protein that degrades it), YFP fluorescence increase; AID 602313; note: potency is the fitted concentration of half-maximal effect; % of control where 0% means no effect; nearly all actives have a fitted effect of over 65% in size
#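 HeLa cells stably expressing A3F-eYFP plus Vif, plated and incubated overnight at 37 deg C, then exposed to compounds overnight at 37 deg C. Blocked degradation read as raised yellow fluorescence (Ex 488/Em 500-530).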
# RGS4 inhibitor – blocks human RGS4-accelerated GTP hydrolysis | 390,000 tested, 0.039% active | Potency, µM (doses to about 114 µM), without a hit: at the top dose activity change, negative = inhibition, hits mostly inhibitors | P49798 | Transcreener GDP fluorescence polarization, RGS4-accelerated GTP hydrolysis; note: potency is the fitted concentration of half-maximal effect; % is set by controls: 0 for no effect and ±100 for the full control effect; nearly all actives have a fitted effect of over 75% in size; some results filed as inactive show a strong effect at the top dose
# Target sequence (P49798 whole entry, looked up): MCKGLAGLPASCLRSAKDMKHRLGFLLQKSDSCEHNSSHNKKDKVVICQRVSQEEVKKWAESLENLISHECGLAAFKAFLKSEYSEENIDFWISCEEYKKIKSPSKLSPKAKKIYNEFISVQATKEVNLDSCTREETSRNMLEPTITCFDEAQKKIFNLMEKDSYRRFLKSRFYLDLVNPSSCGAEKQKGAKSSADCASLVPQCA
#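 MLSMR compounds (23 nl, pin-transferred) preincubated 10 min at room temperature with a 500nM (2x) first reagent, then RGS4 at 900nM (2x) plus Transcreener GDP mix added; fluorescence polarization (620/688 nm) read before and after 90 min at 30 °C.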
# Glioma ERSR ind – inducers of ER stress response in human glioma cells | 420,000 tested, 0.02% active | U87-MG GRP78 promoter luciferase reporter, 16 h | Potency, µM, inactives show top-dose activation, usual class: activators | AID 602332; note: potency is the fitted concentration of half-maximal effect; series mostly up to about 76 µM; % of control where 0% means no effect; nearly all actives have a fitted effect of over 35% in size
#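 ERSR induction read as luciferase luminescence (Bright-Glo, 10 min at room temperature) in stably transfected human U87-MG glioma cells exposed to compounds for 16 h, using GRP78 as sensor.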
# IDH1 R132H inh – human IDH1 R132H inhibition | IDH1-R132H enzyme, NADPH consumption, diaphorase/resazurin fluorescence | Potency, µM (doses to about 76.6 µM), inactives show top-dose activity change, negative = inhibition, most hits filed as inhibitors | 390,000 tested, 0.093% active | AID 602179; note: potency is the fitted concentration of half-maximal effect; % is set by controls: 0 for no effect and ±100 for the full control effect; nearly all actives have a fitted effect of over 65% in size
# Target sequence (O75874 whole entry R132H, stated change not applied): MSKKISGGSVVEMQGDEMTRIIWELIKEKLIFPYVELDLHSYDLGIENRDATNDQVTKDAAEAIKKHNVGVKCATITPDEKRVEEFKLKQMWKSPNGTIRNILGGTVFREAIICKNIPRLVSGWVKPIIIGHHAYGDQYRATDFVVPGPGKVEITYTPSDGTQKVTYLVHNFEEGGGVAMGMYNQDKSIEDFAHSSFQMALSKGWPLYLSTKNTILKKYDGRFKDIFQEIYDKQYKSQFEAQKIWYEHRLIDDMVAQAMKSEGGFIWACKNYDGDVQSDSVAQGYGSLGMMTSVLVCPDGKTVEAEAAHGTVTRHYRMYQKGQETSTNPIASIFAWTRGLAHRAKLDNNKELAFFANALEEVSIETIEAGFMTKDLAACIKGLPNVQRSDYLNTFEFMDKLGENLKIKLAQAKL
#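 IDH1-R132H (0.5 ug/mL) preincubated 30 min with compound, then NADPH (0.016 mM) and alpha-KG (2 mM) added; 80 min at RT, pH 7.5. Remaining NADPH coupled via diaphorase/resazurin to fluorescence (540/590 nm); concentration-response curves normalized to no-enzyme control.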
# LDHA block – blocks human lactate dehydrogenase A; P00338; purified LDHA, NADH/diaphorase-resazurin fluorescence; stronger effect = lower value; activity change, % (values are at about 110 or 230 µM); 480,000 tested, 0.15% active; in the data active = activity change below about -30%; inconclusive = mostly about -25% to -30%;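 note: plate controls were DMSO wells for no effect and wells without enzyme for full effect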
#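 Enzyme activity of human lactate dehydrogenase 5 (2 nM; 0.06 mM NADH, 0.2 mM pyruvate, 5 min, RT) is measured via a resazurin/diaphorase fluorescence readout of residual NADH.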
# TrxR1 substrate – substrates of rat thioredoxin reductase 1; Potency, µM (top dose mostly 114 µM), for the others: at the top dose activity change, negative = substrate turnover; purified TrxR1 substrate turnover, NADPH consumption readout; AID 588456; 390,000 tested, 0.01% active; O89049; note: potency is the fitted concentration of half-maximal effect; % is set by controls: 0 for no effect and ±100 for the full control effect; nearly all actives have a fitted effect of over 50% in size
#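 Rat TrxR1, dispensed at 90 nM, was prereduced with 400 uM NADPH (final) for 5 min at ~22 deg C, then incubated with compound 15 min before 400 uM selenite. A first-read NADPH fluorescence drop versus no-compound background flagged substrates.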
# Numbers without * were called inactive; ? = inconclusive; . = not tested or not shown; [ ] = dose if it differs, or a comment. Unless noted, calls come from the whole dose curve; as a rule, active = well fitted curve in the direction sought with a large enough effect; inconclusive = small, poorly fitted or top-dose-only effect, or another doubt; inactive = no such curve, though single readings can be large; an effect the other way counts as inactive or inconclusive.
SMILES,Vif-APOBEC3G blk,TrxR1 inh,USP1-UAF1 inh,Vif-APOBEC3F blk,RGS4 inhibitor,Glioma ERSR ind,IDH1 R132H inh,LDHA block,TrxR1 substrate
COc1ccc(-c2n[nH]c(=S)n2-c2ccc3c(c2)OCCO3)cc1,-0.9%,-13.2%,-15.4%,3.6%,?,-3.2%,13.4%,-2.0,3.0%
Cc1cccc(NC(=S)Nc2cccc(C)n2)n1,2.3%,-13.2%,-12.9%,?,-1.1%[56.9 µM],1.5%,-2.3%,-5.7,-2.4%
Nc1[nH]n(-c2ccccc2)c(=O)c1N=Nc1ccccc1[N+](=O)[O-],-2.6%,-2.9%,2.3%,-13.0%,0.8%,10.6%,7.3%,-5.0,-7.7%
CCNc1nc(Nc2ccc(C)c(Cl)c2)c2cnn(C)c2n1,0.6%,0.9%,-12.7%,0.8%,-2.1%,-1.3%,-30.5%,-1.2,-4.5%
Cn1cc(CCNC(=O)c2ccc3nc(Cc4ccccc4F)oc3c2)cn1,-1.8%,20.6%,-22.2%,2.0%,11.3%,1.5%,-4.7%,-0.1,0.5%
Cc1ccc(-c2nn(CC(=O)NCc3cc(-c4nn(C)c(=O)c5ccccc45)ccc3C)c(=O)c3ccccc23)cc1,-2.0%,11.3%,-12.5%,8.9%,24.3%,-5.9%,-0.9%,-2.1,3.7%
COc1cc(/C=C2/S/C(=N/S(=O)(=O)c3ccccc3)NC2=O)c([N+](=O)[O-])cc1OC,-16.3%,-15.0%[57.1 µM],.,6.1%,-0.4%[11.4 µM],-3.4%,0.1%,-5.7,-10.7%[57.1 µM]
O=C(CNC(=O)c1ccco1)OCC(=O)c1cccc2ccccc12,1.6%,-27.8%,-5.2%,-0.6%,-20.9%,-5.6%,2.4%,-4.0,0.6%
CCN(CC)C(=O)[C@H]1CC(CC(=O)NC(C)(C)C)C(=O)N2CCc3c([nH]c4ccccc34)[C@]12C (stereo not given in full),1.6%,3.6%,-24.7%,3.8%,-4.5%,-6.1%,-1.3%[38.3 µM],-1.8,1.9%
CC(C)(C)c1ccccc1OCC(=O)NCCC(=O)O,0.7%,9.0%,-10.3%,-3.5%,-13.6%,-2.0%,-4.7%,-7.0,5.6%
C[C@@H]1CN([C@@H](C)CO)C(=O)CCCn2nncc2CO[C@H]1CN(C)C(=O)Cc1ccccc1,4.0%,.,-11.0%,-8.5%,.,-0.4%,-1.8%,0.3,.
CCc1nc2ccccc2n1CC(=O)N(C(C)CC)C1CCS(=O)(=O)C1 (stereo not given),0.2%,19.5%[57.1 µM],-19.6%,-6.9%,-43.3%,-3.9%,-1.3%,-4.2,7.9%[57.1 µM]
Cc1cccc(C(=O)Nc2nc(C)c(C(=O)Nc3ccc4c(c3)CCC4)s2)c1,?,1.9%,-6.0%,-6.8%,-11.9%,-3.1%,-4.1%,-2.5,-4.6%
Cc1nc(-n2nc(C)c(Cc3ccccc3Cl)c2C)sc1C(=O)Nc1ccccc1F,-0.1%,22.3%,?,-8.1%,-6.8%,-3.1%,-4.5%,-2.5,-2.0%
N=C1C(=O)OCC1c1ccccc1NC(=O)CN1CCCCC1 (stereo not given),-0.9%,-15.5%,-8.8%,6.0%,-20.9%,-3.3%,4.2%,-13.2,-14.0%
NC(=O)c1nsc(C(=O)N(c2ccccc2F)C(C(=O)NCc2ccc(F)cc2)c2ccc(O)cc2)c1N (stereo not given),-12.5%,37.7%[activator],-21.4%,0.3%,20.6%,-5.8%,-16.1%,-2.1,40.2%[activator]
O=C(c1ccc(Cl)c(Cl)c1)N1CCC(=O)N(C(CO)Cc2ccccc2)CC1 (stereo not given),-6.2%,-8.3%,23.5%,2.5%,?,-0.1%,0.1%,-2.5,-8.2%
COc1cccc2sc(N3CCN(C(=O)c4ccc([N+](=O)[O-])o4)CC3)nc12,-10.0%,?,-11.6%,2.8%,-0.4%,-4.4%,7.1%,10.1,-14.8%
O=C(CSc1nnc(-c2ccccc2)c(-c2ccccc2)n1)Nc1ncc(Cl)cc1Cl,0.6%,-2.8%,-1.6%,-8.0%,18.2%,-4.7%,1.2%,-1.9,-2.8%
CC(C(=O)N1CCN(C)CC1)N1C(=O)c2ccccc2C1=O (stereo not given),1.8%,16.4%,-6.5%,5.0%,16.8%,-3.8%,1.3%,-6.4,1.1%
Nc1nc(CSC(=S)N2CCOCC2)nc(Nc2ccc(F)cc2)n1,-6.9%,-4.5%,-16.5%,4.9%,-5.6%,0.2%,4.6%,-4.8,-4.6%
COc1ccc(C(c2c(O)cc(C)n(Cc3ccco3)c2=O)N2CCN(c3ccccc3)CC2)cc1 (stereo not given),-7.0%,15.8µM*,-12.2%,-18.6%,-11.0%,0.9%,10.2%,-2.5,4.4%[57.1 µM]
CCC1Sc2ccccc2N(CC(=O)NCc2ccc(C)cc2)C1=O (stereo not given),2.2%,18.0%[57.1 µM],-11.9%,-0.9%,7.5%,1.9%,-2.7%,-3.0,1.1%[57.1 µM]
CC(Sc1ccccc1)C(=O)Nc1cccc(N(C)S(C)(=O)=O)c1 (stereo not given),2.7%,22.5%,?,-3.5%,4.4%,0.0%,2.9%,-10.4,8.1%
Cc1ncoc1C(=O)Nc1cccc(Cl)c1,-1.5%,-3.9%[57.1 µM],-8.7%,-6.8%,5.3%,15.9%,6.8%,-5.7,6.8%[57.1 µM]
# Continued.
SMILES,Vif-APOBEC3G blk,TrxR1 inh,USP1-UAF1 inh,Vif-APOBEC3F blk,RGS4 inhibitor,Glioma ERSR ind,IDH1 R132H inh,LDHA block,TrxR1 substrate
COc1ccc2c(c1)CCc1c(C(=O)NCCc3ccc(OC)c(OC)c3)noc1-2,1.9%,3.0%,-0.8%,-14.4%,-16.1%,-5.0%,0.5%,-0.3,-1.6%
CCCN=C1CC(C)(C)CC(=O)/C1=C(/O)CCCN1C(=O)c2ccccc2C1=O,-0.1%,12.1%,-12.6%,6.7%,3.6%,-2.9%,8.9%,-2.9,-3.0%
C=CCOC(=O)Nc1c(C(=O)OC)[nH]c2ccccc12,-3.2%,13.9%[57.1 µM],-16.0%,-0.5%,-1.2%,0.4%,6.8%,-1.7,1.5%[57.1 µM]
O=C(NCCCc1ccccc1)[C@@H]1Cc2ccccc2CN1,-10.0%,9.1%,-17.6%,13.4%,0.1%[56.9 µM],3.7%,9.4%,4.7,5.9%
Cc1ccc(CN(Cc2ccco2)C(=O)COc2ccc(C)c(C)c2)cc1,-0.1%,4.8%,-12.6%,-5.4%,-11.3%,1.0%,16.3%,-0.4,2.5%
O=c1cc(O)cc(/C=C/c2ccc(O)c(O)c2)o1,.,?,.,.,?,?,.,.,18.1%[57.1 µM]
CCc1ccc(NC(=O)COc2ccc(/C=C(/C#N)c3nc4ccccc4[nH]3)cc2OC)cc1,-8.7%,-6.6%,-11.8%,-13.9%,-23.3%,12.3%,11.3%,-5.0,2.7%
S=C(NCc1ccccc1)N1CCN(c2cccc(Cl)c2)CC1,2.2%,21.8%[57.1 µM],?,-3.7%,-0.5%,-2.0%,2.9%,-9.6,3.2%[57.1 µM]
COc1ccc(N2Cc3ccccc3C2=NC(=O)c2cncc(Br)c2)cc1,0.7%,4.3%,-1.1%,4.1%,9.0%[56.9 µM],2.2%,0.7%,16.8,-3.7%
O=C(O)CN(C1CCCCC1)S(=O)(=O)c1ccc(F)cc1,-3.7%,-4.6%,-10.8%,-7.9%,10.0%,-9.5%,-9.9%,-8.5,-6.4%
COC(=O)c1c(NC(=O)CSc2ccccc2N)sc(C)c1C,-3.1%,6.1%[57.1 µM],-24.4%,-2.9%,0.6%,-1.2%,-1.7%,0.3,-5.5%[57.1 µM]
Cc1sc2ncnc(N3CCC(C(=O)Nc4ccccc4C(C)(C)C)CC3)c2c1C,1.6%,-8.1%,-9.7%,3.0%,-2.2%,-6.6%,7.3%,-2.6,-6.7%
COCCC(=O)N1CCC(Oc2ccc(C(=O)NCCn3cccn3)cc2)CC1,2.1%,3.6%,-0.3%,10.5%,-4.9%,-1.4%,-0.5%,-5.5,0.9%
CC1CC(C)CN(CCCNC(=O)c2ccc3c(c2)NC(=O)CS3)C1 (stereo not given),-4.4%,20.5%[57.1 µM],-19.4%,-8.2%,2.1%[56.9 µM],-2.2%,1.0%,-2.2,7.0%[57.1 µM]
COc1ccc(-c2nc3sc(CCNC(=O)c4cccc(C(F)(F)F)c4)c(C)n3n2)cc1,-0.2%,9.6%[57.1 µM],-22.9%,-7.4%,8.9%,2.6%,9.2%,0.9,-1.9%[57.1 µM]
COc1ccc(CCn2c3c(c(=O)[nH]c2=S)CN(Cc2ccccc2)CN3)cc1OC,.,?,.,.,-3.3%,.,.,0.5,-7.1%
COc1cc(OC)c(OC)cc1/C=C/c1nccc2ccccc12,-22.0%,-24.7%,.,.,.,-2.5%,.,1.9,-7.6%
Cc1nn(CCC(=O)NNC(=S)Nc2ccc([N+](=O)[O-])cc2)c(C)c1[N+](=O)[O-],1.1%,?,-13.1%,-3.0%,-32.7%,-3.7%,5.1%,-1.6,-11.2%

# The list is partial. The share of hits here may be higher or lower than overall.
